# AP complement: orthogonal test for alternative complement pathway inhibitors; Human serum alternative complement pathway, LPS-coated ELISA, C3 deposition; tested in compound mixtures; inhibition, % at 5 µM; 0.08% of 62,000 active; AID 1235;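 active = inhibition above 30% in each of the two pooled mixtures holding the compound, so the lower value exceeds 30%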;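 note: 0% = serum in Mg-EGTA without compound and 100% = EDTA serum blank; some compounds past the cut are filed as inactive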
#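 Assay system: human serum alternative complement pathway, C3 deposition on LPS-coated wells; Dosing: 5 µM per compound in ten-compound mixtures; Detection: Anti-C3 ELISA, OD 450 nm; Buffer or medium: Mg2+-EGTA GVB++ buffer containing human serum at 1:15 dilution; Timing: 1 h at 37 °C; Replication: two different pools per compound.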
# PKA kinase inh: PKA (human) kinase inhibition | PKA Kemptide phosphorylation, Kinase-Glo ATP luminescence | inhibition, % at 6 µM | 0.1% of 65,000 active;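 active = inhibition above the screen-wide mean inhibition plus 3 SD, cut at about 21% in these data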; note: many of its hits are not listed in these tables
# ROCK2 inh: inhibitors of human Rho kinase 2. purified ROCK2, Kinase-Glo ATP depletion luminescence. 0.35% of 60,000 active. inhibition, % at 6 µM. O75116;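 active = inhibition above the screen-wide mean inhibition plus 3 SD, cut at about 18% in these data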;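 note: plate controls were DMSO wells for no effect and Y-27632 control wells after no-enzyme background subtraction for full effect; many of its hits are not listed in these tables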
# CatB inh: blocks human cathepsin B protease activity; purified cathepsin B, fluorogenic substrate, fluorescence; 0.1% of 63,000 active; inhibition, %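 (tested at 10 µM)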; P07858; in the data active = inhibition above about 21%;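 note: 0% = enzyme with no compound and 100% = no enzyme blank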
# CatS block: inhibitors of human cathepsin S; AID 501; 0.06% of 62,000 active; inhibition, %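 (tested at 5 µM per compound within 10-compound mixtures)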; recombinant cathepsin S, AMC dipeptide fluorescence, pooled mixtures; in the data active = inhibition above about 32%, passing the limit was not always enough;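 note: 0% = enzyme without compound and 100% = blank without enzyme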
# Target sequence (P25774 115-331 limits assumed): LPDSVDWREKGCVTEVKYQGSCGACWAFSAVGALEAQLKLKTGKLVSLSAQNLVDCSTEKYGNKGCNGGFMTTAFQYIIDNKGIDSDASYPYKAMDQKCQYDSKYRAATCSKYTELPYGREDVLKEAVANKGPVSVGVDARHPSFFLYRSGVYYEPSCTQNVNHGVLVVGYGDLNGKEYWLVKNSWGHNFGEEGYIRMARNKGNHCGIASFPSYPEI
# RORA act: RORA (human) activation; P35398; CHO-K1 Gal4-RORA LBD luciferase reporter, luminescence; percent increase over mock-subtracted basal signal; activation, % at 10 µM; 1.5% of 65,000 active;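 active = activation above the mean of all tested compounds plus 3 SD, cut at about 49% in these data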;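 note: 0% = DMSO-treated RORA cells and 100% = added signal equal to DMSO minus mock-transfected cells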
# Ec RNAP inh: inhibitors of Escherichia coli RNA polymerase | 0.2% of 62,000 active | AID 559 | inhibition, %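 (tested at 10 µM)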 | E. coli RNA polymerase, fluorescence transcription assay | P0A8V2; in the data active = inhibition above about 20%;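 note: 0% = enzyme without compound and 100% = no enzyme blank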
# CatB mixtures: human cathepsin B inhibition by mixtures | P07858 | Purified cathepsin B, AMC dipeptide fluorescence, compound mixtures | inhibition, %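 (ten-compound pools at 5 µM per compound and 50 µM total)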 | 0.06% of 62,000 active; in the data active = inhibition above about 22%, passing the limit was not always enough;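 note: 0% = enzyme without compound and 100% = no enzyme blank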
# JNK3 blocker: JNK3 (human) kinase inhibition; purified JNK3 kinase activity, HTS; inhibition, % at 8 µM; 0.61% of 60,000 active; AID 746; in the data active = inhibition above about 17%;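 note: 0% = DMSO and 100% = reference inhibitor; many of its hits are not listed in these tables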
# Target sequence (P53779 whole entry, looked up): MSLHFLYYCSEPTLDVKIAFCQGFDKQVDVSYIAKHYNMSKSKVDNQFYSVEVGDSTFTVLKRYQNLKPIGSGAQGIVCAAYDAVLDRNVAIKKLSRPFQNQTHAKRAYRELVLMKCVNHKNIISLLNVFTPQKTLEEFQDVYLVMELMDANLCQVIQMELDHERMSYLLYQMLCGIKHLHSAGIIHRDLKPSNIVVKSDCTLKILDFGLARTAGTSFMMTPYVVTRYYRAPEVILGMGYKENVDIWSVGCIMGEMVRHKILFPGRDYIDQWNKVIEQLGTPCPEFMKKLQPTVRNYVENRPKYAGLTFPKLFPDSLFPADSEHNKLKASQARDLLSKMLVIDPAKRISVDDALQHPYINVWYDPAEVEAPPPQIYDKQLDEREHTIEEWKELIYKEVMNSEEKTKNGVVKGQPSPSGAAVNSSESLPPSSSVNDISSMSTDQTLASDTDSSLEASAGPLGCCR
# Active calls of the source: *; . = no result given. A portion of the library (hit frequency here may not be typical).
SMILES,AP complement,PKA kinase inh,ROCK2 inh,CatB inh,CatS block,RORA act,Ec RNAP inh,CatB mixtures,JNK3 blocker
Cc1ccsc1C1C2=C(CC(C)(C)CC2=O)Nc2ncnn21 (stereo not given),-9,8,-1,2,-6,-5,-1,-1,1
COc1ccc(NC2c3ccccc3C(=O)N2Cc2ccco2)cc1OC (stereo not given),4,3,-1,0,16,-10,12,7,-8
COC(=O)Cn1c2ccccc2c2nc(C)sc21,-20,1,5,10,40,-25,4,12,-12
CCOc1ccc(Nc2nc3c(c(=O)[nH]2)CCC3)cc1,10,-1,2,-5,1,-19,8,2,1
CCOC(=O)c1nc2nc(C)cc(=O)n2[nH]1,17,4,1,4,13,-12,11,4,-6
Cc1nc2c([nH]c3ccc(Br)cc32)s1,2,0,3,.,14,14,.,3,-4
Cc1occc1C(=O)N1CCN(C(=O)C2CCCO2)CC1 (stereo not given),14,6,2,-3,-3,-7,2,2,-1
Cc1cc(C)cc(OCc2ccc(C(=O)O)o2)c1,-3,-3,-1,5,-2,-33,3,-3,2
O=c1c2c3c(sc2nc2n1CCCS2)CCCC3,.,5,4,4,.,39,7,.,0
CCOC(=O)c1[nH]nc2c1C(=O)N(CC)C2=O,5,4,-2,3,10,-7,7,7,-5
CCC(c1nnnn1CCOC)N1CCN(Cc2ccccc2OC)CC1 (stereo not given),-13,4,-3,1,-4,-4,5,1,-6
COc1ccccc1Oc1coc2cc(O)ccc2c1=O,7,11,10,3,-3,-9,2,0,2
Cc1ccn2cc(C(=O)Nc3ccc4c(c3)OCCO4)nc2c1,11,-2,0,4,0,12,6,1,2
Cc1nc2nc(Cc3ccccc3)[nH]n2c(=O)c1Cl,12,9,5,2,0,-13,1,5,-8
Cc1ccc(/C=C/C2=Cc3c(sc(NC(=O)CSc4n[nH]c(N)n4)c3C#N)C(C)(C)C2)o1,8,8,5,-1,5,-7,3,0,6
COc1ccc(C(C#N)N2CCCCCC2)cc1OC (stereo not given),22,6,3,3,-3,-12,8,4,4
COCCCNC(=O)CCC(=O)Nc1ccc2nc(N3CCOCC3)cc(C)c2c1,-4,5,7,6,7,-1,4,2,1
COCCNC(=O)CN(c1ccc(C)cc1)S(=O)(=O)c1ccccc1,-2,10,2,-1,-29,-5,4,-18,4
CCOc1ccc(C2CC(c3cccc(OC)c3OC)n3nnnc3N2)cc1Cl (stereo not given),-12,9,10,7,17,4,9,3,-5
C=CCn1c(SCC(O)Cn2c3ccccc3c3ccccc32)nnc1-c1ccco1 (stereo not given),-3,10,6,8,9,0,14,3,-2
O=C(c1ccco1)N1CCN(C(=O)N2c3ccccc3Sc3ccccc32)CC1,3,-2,2,3,13,-24,8,4,-8
CC(=O)N1CCN(c2ccc(NCc3ccc4c(c3)OCO4)cc2)CC1,-6,0,6,0,14,-8,7,8,-6
COc1ccc(CCNC(=O)c2cnn(-c3ccc(C)c(C)c3)c2NC(=O)c2ccco2)cc1OC,9,-2,3,1,5,5,10,4,1
COc1ccc(/C(O)=C2/C(=O)C(=O)N(Cc3ccco3)C2c2cccs2)cc1 (stereo not given),.,4,12,2,.,-19,7,.,-1
Cc1cc(NC(=O)CSc2nc3c(c(=O)n2-c2ccc(Br)cc2)SCC3)no1,.,3,4,.,.,-11,.,.,2

# Continuation:
SMILES,AP complement,PKA kinase inh,ROCK2 inh,CatB inh,CatS block,RORA act,Ec RNAP inh,CatB mixtures,JNK3 blocker
CC(C)(C)SCCNC(=O)COc1ccc(Cl)cc1,10,6,2,6,2,-6,7,3,6
COCCn1c(=S)[nH]c2cc(OC)c(OC)cc2c1=O,12,9,7,9,3,-7,-1,4,6
Cc1ccc(OCCn2c(CCCO)nc3ccccc32)cc1,20,-8,.,0,12,-18,-5,-4,.
CN(C)c1ccc(C=Nc2ccc(N(C)C)cc2)cc1,-3,.,.,4,15,.,8,4,.
COc1ccc(-c2cc(C(F)(F)F)nc(N3CCN(Cc4ccccc4)CC3)n2)cc1OC,2,0,.,-1,-7,-18,-2,-1,.
COc1ccc2nc(C)cc(N3CC(C)OC(C)C3)c2c1 (stereo not given),3,9,3,2,1,12,4,2,-1
COc1ccc(NC2SC(=O)N(CC(=O)O)C2=O)cc1 (stereo not given),14,0,-2,5,-5,7,1,-3,0
Cc1ccc(-c2c(C#N)c(N)nc3c2CCCCC3)o1,9,-4,-2,-1,-3,-11,6,2,11
O=C(CSc1nnc(-c2cccnc2)n1CCc1ccccc1)N1CCCCC1,19,9,7,2,-2,-7,3,0,-6
Cc1ccc2occ(CN3CCN(c4ccccc4)CC3)c(=O)c2c1,5,1,5,.,-3,-6,-2,-8,1
Cn1c(=O)[nH]c(=O)c2c1nc(NC1CCCCC1)n2Cc1ccccc1,16,6,6,0,0,6,.,-2,-3
N#Cc1c(NC(=O)CSc2n[nH]c(Cc3ccccc3)n2)oc(-c2ccccc2)c1-c1ccccc1,3,-3,-2,7,15,3,11,5,-7
CN(CCCCCC(=O)/C=N/O)Cc1ccccc1,19,3,7,-1,0,12,6,5,6
CN1CCN(c2nc3c(c(=O)[nH]c(=O)n3C)n2CCOc2ccccc2)CC1,9,11,4,2,3,-11,8,7,-8
CC(=O)Nc1cccc(NC(=O)C2CCCN2C(=O)Nc2cccc(C)c2)c1 (stereo not given),0,10,3,-1,-8,-12,0,0,-2
COc1cc2c(cc1OC)C(COc1ccc3c(C)cc(=O)oc3c1)N(C(=O)c1ccco1)CC2 (stereo not given),20,-2,.,1,0,12,-3,-3,.
O=C(NCC(c1cccnc1)N1CCOCC1)c1cccs1 (stereo not given),12,-3,-2,-4,1,-15,-6,-4,0
CC1CC(C)CN(c2nc3c(c(=O)[nH]c(=O)n3C)n2CCCSc2nc3ccccc3s2)C1 (stereo not given),9,-5,4,-2,-6,11,3,-11,8
Cc1cc(NC(=O)CSCc2nc(-c3cccc(Cl)c3)oc2C)no1,7,8,4,5,2,0,4,0,3
COc1cc(Cn2c(N)c(C#N)c3nc4ccccc4nc32)cc(OC)c1,-16,3,-1,1,16,20,0,4,13
CC(C)Sc1nnc(Cn2c(=O)sc3ccccc32)n1-c1ccccc1,0,-2,-11,-1,-1,-25,-1,2,1
CCOC(=O)CNC(=O)CSc1ncnc2c1cnn2Cc1ccccc1,0,6,6,2,10,-7,8,1,1
CCN(CC)CCCn1c(C)cc2c(c1=O)C(c1cc(OC)c(OC)cc1OC)C(C#N)=C(N)O2 (stereo not given),-23,3,1,0,-2,2,-1,-1,4
COCC(=O)NCCc1ccc(S(N)(=O)=O)cc1,-1,6,6,1,1,-22,4,-2,6
CCOC(=O)c1ccc(NC(=O)CCc2nc(-c3ccccc3)no2)cc1,10,-17,-6,2,30,7,2,-3,-4

# 14 compounds out of the list, arranged by heavy-atom count, highest first:
SMILES,AP complement,PKA kinase inh,ROCK2 inh,CatB inh,CatS block,RORA act,Ec RNAP inh,CatB mixtures,JNK3 blocker
N#Cc1c(NC(=O)CSc2n[nH]c(Cc3ccccc3)n2)oc(-c2ccccc2)c1-c1ccccc1,3,-3,-2,7,15,3,11,5,-7
COc1cc2c(cc1OC)C(COc1ccc3c(C)cc(=O)oc3c1)N(C(=O)c1ccco1)CC2 (stereo not given),20,-2,.,1,0,12,-3,-3,.
CC1CC(C)CN(c2nc3c(c(=O)[nH]c(=O)n3C)n2CCCSc2nc3ccccc3s2)C1 (stereo not given),9,-5,4,-2,-6,11,3,-11,8
O=C(CSc1nnc(-c2cccnc2)n1CCc1ccccc1)N1CCCCC1,19,9,7,2,-2,-7,3,0,-6
CN1CCN(c2nc3c(c(=O)[nH]c(=O)n3C)n2CCOc2ccccc2)CC1,9,11,4,2,3,-11,8,7,-8
CCOC(=O)CNC(=O)CSc1ncnc2c1cnn2Cc1ccccc1,0,6,6,2,10,-7,8,1,1
CC(C)Sc1nnc(Cn2c(=O)sc3ccccc32)n1-c1ccccc1,0,-2,-11,-1,-1,-25,-1,2,1
Cc1ccc2occ(CN3CCN(c4ccccc4)CC3)c(=O)c2c1,5,1,5,.,-3,-6,-2,-8,1
Cc1ccc(OCCn2c(CCCO)nc3ccccc32)cc1,20,-8,.,0,12,-18,-5,-4,.
O=C(NCC(c1cccnc1)N1CCOCC1)c1cccs1 (stereo not given),12,-3,-2,-4,1,-15,-6,-4,0
COc1ccc2nc(C)cc(N3CC(C)OC(C)C3)c2c1 (stereo not given),3,9,3,2,1,12,4,2,-1
COc1ccc(NC2SC(=O)N(CC(=O)O)C2=O)cc1 (stereo not given),14,0,-2,5,-5,7,1,-3,0
CN(CCCCCC(=O)/C=N/O)Cc1ccccc1,19,3,7,-1,0,12,6,5,6
COCC(=O)NCCc1ccc(S(N)(=O)=O)cc1,-1,6,6,1,1,-22,4,-2,6

# New compounds follow.
SMILES,AP complement,PKA kinase inh,ROCK2 inh,CatB inh,CatS block,RORA act,Ec RNAP inh,CatB mixtures,JNK3 blocker
CCOC(=O)c1sc(N(Cc2ccccc2)C(=O)CN2C(=O)CN(C)C2=O)nc1C,20,6,4,3,-2,1,9,7,0
CCCCn1c(SCC(=O)c2cc(OC)ccc2OC)nc2cc(S(N)(=O)=O)ccc21,14,3,.,-1,-4,1,5,3,.
Cc1cc(C)cc(-n2ccnc2SCC(=O)Nc2ccc3c(c2)OCCO3)c1,-1,10,5,-2,16,-31,15,4,-2
CSc1ccccc1NC(=O)CN(Cc1ccccc1)S(C)(=O)=O,12,-3,-7,-4,3,-5,4,7,-2
CCOC(=O)c1cnc2nc(NCc3ccc(OC)c(OC)c3)[nH]n2c1=O,10,2,3,1,9,-6,8,6,6
CCc1c(C)n2nc(C)cc2[nH]c1=O,-3,11,5,4,-3,-20,5,3,-2
Cc1ccc2c(c1)-c1c(cnn1CC(=O)N(CCC#N)c1ccccc1)CO2,22,-10,-5,-3,-1,4,-9,-2,9
O=C(CSc1nnc(CNc2ccc(F)cc2)o1)N1CCCc2ccccc21,13,7,5,-2,4,-10,5,5,0
CCN1CCN(CC(=O)Nc2c(C(=O)OC)[nH]c3cccc(Cl)c23)CC1,11,-1,1,0,-1,-20,8,5,0
CCN(CC)CCCn1c(C)cc2c(c1=O)C(c1ccc(OC)c(OC)c1OC)C(C#N)=C(N)O2 (stereo not given),.,0,-9,8,.,-10,14,.,-3
O=C(NCc1ccncc1)C1CCCN(S(=O)(=O)Cc2ccccc2)C1 (stereo not given),9,-3,.,-3,-7,-14,3,4,.
COC(=O)C1CCN(C(=O)COC(=O)Cc2c[nH]c3ccccc23)CC1,9,0,2,-1,6,-3,12,4,2
CCS(=O)(=O)NCC(c1cccnc1)N1CCN(c2ccccc2F)CC1 (stereo not given),14,-4,1,3,-5,-20,5,6,3

# Compound activity (PubChem)
